Rad51 HR inh = Rad51 (human) homologous recombination inhibition; Q06609; hRad51 DNA strand exchange, fluorescence dequenching; inhibition, % at 10 µM; 200,000 compounds, 0.085% hits; AID 1385;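 active = inhibition above 40% at the single screening dose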;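 also: 0% = DMSO control wells and 100% = blanks with heterologous ssDNA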
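material = hRad51 filaments on single-stranded DNA | timing = filaments 15 min 37 °C, then compound 30 min | signal = FRET fluorescence dequenching, excitation 485 nm, emission 520 nm | benchmarks = control wells and blank wells on each plate | evaluation = percent inhibition relative to plate controls and blanks | compound = 10 µM final, single point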
Hck Nef HTS = blocks Nef-activated human Hck kinase; P08631; Recombinant Hck-YEEI plus Nef, Z-Lyte FRET kinase assay; inhibition, % at 20 µM; 220,000 compounds, 0.68% hits;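 active = Hck-Nef kinase inhibition above about 50%, limit read from the data; inactive = inhibition below that limit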;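 also: 0% = DMSO with Hck plus Nef and 100% = Hck alone without Nef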
Target sequence (P08631 whole entry, looked up): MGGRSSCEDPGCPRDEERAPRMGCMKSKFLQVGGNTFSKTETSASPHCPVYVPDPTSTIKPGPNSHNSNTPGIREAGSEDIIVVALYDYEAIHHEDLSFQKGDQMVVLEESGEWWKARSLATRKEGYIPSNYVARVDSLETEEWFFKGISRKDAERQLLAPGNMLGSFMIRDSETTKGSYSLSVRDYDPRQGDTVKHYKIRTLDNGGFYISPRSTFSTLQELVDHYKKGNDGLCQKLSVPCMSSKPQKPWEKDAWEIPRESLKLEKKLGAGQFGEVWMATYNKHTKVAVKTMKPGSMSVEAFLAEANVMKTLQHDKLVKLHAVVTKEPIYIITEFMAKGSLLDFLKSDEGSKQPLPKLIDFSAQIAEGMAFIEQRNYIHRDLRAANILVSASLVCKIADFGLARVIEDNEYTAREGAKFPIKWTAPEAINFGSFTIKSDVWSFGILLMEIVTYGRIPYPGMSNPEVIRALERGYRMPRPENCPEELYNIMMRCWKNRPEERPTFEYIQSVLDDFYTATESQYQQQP
TbHK1 inh = T. brucei hexokinase 1 inhibition. AID 1430. inhibition, % at 10 µM. recombinant TbHK1, G6PDH-coupled NADH A340. 220,000 compounds, 0.11% hits;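 active = inhibition of 50% or more in the single-dose primary screen; inactive = inhibition below 50%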
zVAD death inh = blocks zVAD induced death of L929 cells; 220,000 compounds, 0.38% hits; viability rescue, % at 10 µM; L929 zVAD necroptosis rescue, ATP luminescence, 24 h; with zVAD 60 µM;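 active = activation, scaled between plate controls, above about 75%, limit read from the data; inactive = activation under that limit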;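 also: 0% = zVAD with DMSO and 100% = DMSO alone without zVAD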
14-3-3 Bad inh = disrupts binding of bovine 14-3-3 zeta to phospho-Bad peptide; P63103; TR-FRET 14-3-3zeta/Dy647-pBad peptide displacement, 1 h; inhibition, % at 21.7 µM; 220,000 compounds, 0.71% hits;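 active = inhibition above about 70%, limit read from the data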;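 also: 0% = full 14-3-3 plus peptide FRET controls and 100% = background without 14-3-3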
Target sequence (P63103 whole entry, looked up): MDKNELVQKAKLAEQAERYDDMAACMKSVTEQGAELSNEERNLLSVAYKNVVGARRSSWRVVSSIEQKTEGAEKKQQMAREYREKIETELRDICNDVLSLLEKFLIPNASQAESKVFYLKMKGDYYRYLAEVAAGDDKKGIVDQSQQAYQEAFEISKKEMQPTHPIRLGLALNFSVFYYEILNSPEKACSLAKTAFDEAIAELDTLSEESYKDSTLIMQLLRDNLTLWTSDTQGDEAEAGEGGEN
eIF4E-4G inh = eIF4E/eIF4G interaction inhibition in translation initiation; P63073+Q04637; TR-FRET eIF4E-eIF4GI(517-606) binding, 2 h; inhibition, % at 21.7 µM; 220,000 compounds, 0.37% hits; AID 782;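 active = inhibition above about 30%, limit read from the data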;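 also: 0% = full FRET control wells and 100% = background wells lacking eIF4GI fragment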
PGE2 EP2 inh = blocks the human prostaglandin E2 receptor EP2. inhibition, % at 25 µM. 260,000 compounds, 0.52% hits. P43116. C6 glioma cells expressing human EP2, cAMP TR-FRET; cells stimulated with saturating PGE2;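 active = percent inhibition above 40 after rounding to a whole number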;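 also: rat C6 glioma host cells with rolipram phosphodiesterase inhibitor present; the protocol text gives 20 µM as final concentration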
Calpain2 inh = calpain II (pig) inhibition | purified calpain II, fluorogenic peptide substrate, 30 min | inhibition, % at 16 µM | 220,000 compounds, 0.37% hits | AID 1236;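 active = inhibition above about 50%, limit read from the data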
EP2 modulator = modulators of human EP2 prostaglandin E2 receptor; EP2-expressing cells, cAMP HTRF FRET, PGE2 co-stimulation; P43116; induction, % at 25 µM; AID 940; 260,000 compounds, 0.83% hits;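 active = compounds whose cAMP rise, as percent of the full-agonist control response, exceeds 60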;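 also: rat C6 glioma line stably carrying human EP2 under a CMV promoter; the protocol text gives 20 µM as final concentration; 100% = response of wells given 1 µM PGE2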
Active calls of the source: *; x = no result given; [ ] = remark or other dose. An excerpt; count on the stated rates, not on these rows.

Keys – A = Rad51 HR inh; B = Hck Nef HTS; C = TbHK1 inh; D = zVAD death inh; E = 14-3-3 Bad inh; F = eIF4E-4G inh; G = PGE2 EP2 inh; H = Calpain2 inh; I = EP2 modulator
O=C(CSc1nc2ccccc2c(=O)n1-c1ccc(F)cc1F)Nc1ccc2c(c1)CCC2
  A = 4 | B = 1 | C = 24 | D = 1.3 | E = -10 | F = 5 | G = 3 | H = -15 | I = 22

COc1ccc(NC(=O)CN(C)S(=O)(=O)c2cccc3nsnc23)cc1
  A = x | B = -5 | C = -9 | D = -0.8 | E = -6 | F = 2 | G = 8 | H = 4 | I = -28

CCOC(=O)CCC(=O)Nc1ccc(S(=O)(=O)N2CCCCC2)cc1
  A = 0 | B = 14 | C = 3 | D = 39 | E = -12 | F = -1 | G = 1 | H = -28 | I = -10

Cc1cccc(C(=O)O/N=C/c2c(N3CCOCC3)n(C)c3ccccc23)c1
  A = 9 | B = -1 | C = -12 | D = 0.0 | E = -14 | F = -1 | G = 6 | H = 8 | I = 10

COCCN1CCc2c(C)nc3c(-c4ccc(OC)c(OC)c4)cnn3c21
  A = 0 | B = 4 | C = -29 | D = 1.5 | E = -1 | F = -3[fluorescence artefact?] | G = 8 | H = -6 | I = -10

O=C(c1ccccc1)c1ccc(OCCOCCN2CCN(Cc3ccccc3)CC2)cc1
  A = -8 | B = 14 | C = 8 | D = -0.3 | E = 58 | F = 4 | G = 0 | H = 33 | I = -32

COc1cc(C2SCC(=O)N2CCc2ccc(OC)c(OC)c2)ccc1O (stereo not given)
  A = 8 | B = -7 | C = -4 | D = 1.4 | E = -11 | F = 3 | G = 12 | H = -4 | I = -18

COc1ccc(-c2nn(C)c(=O)c3ccccc23)cc1CNS(C)(=O)=O
  A = 4 | B = 3 | C = 5 | D = 0.0 | E = 3 | F = -3 | G = 6 | H = -25 | I = 5

CN(C)/C=N/c1sccc1C(N)=O
  A = -5 | B = 1 | C = -28 | D = 0.1 | E = -5 | F = 6 | G = 9 | H = -20 | I = 17

CCO[C@@H]1OC(C(=O)N2CCN(Cc3ccc4c(c3)OCO4)CC2)=C[C@H](c2ccc(C(F)(F)F)cc2)[C@H]1CCCO
  A = -1 | B = 2 | C = -16 | D = -0.3 | E = -2 | F = 1 | G = 7 | H = -28 | I = -5

Oc1ccc(/C=N/NC2=NCCCCC2)c(O)c1
  A = 8 | B = 9 | C = -55 | D = 0.0 | E = -4 | F = 1 | G = 18 | H = -358 | I = -17

OCCN1CCN(c2ncnc3c2c(-c2ccccc2)cn3-c2ccc(Br)cc2)CC1
  A = 7 | B = 15 | C = -13 | D = -0.9 | E = 7 | F = 6 | G = 12 | H = -128 | I = -12

COc1ccc(-c2cn(-c3ccc(OC)cc3)c(=S)[nH]2)cc1
  A = -62 | B = 0 | C = 2 | D = 0.1 | E = -3[fluorescence artefact?] | F = -12 | G = 13 | H = -3 | I = 2

O=C(OCc1nc2ccccc2[n+]([O-])c1C(=O)c1ccccc1)c1cccs1
  A = 9 | B = 4 | C = 26 | D = 0.4 | E = 18[fluorescence artefact?] | F = 13[fluorescence artefact?] | G = 5 | H = 12 | I = 11

CC(C)(C)C(=O)Cn1c(NCCO)nc2ccccc21
  A = 2 | B = 5 | C = 0 | D = 0.5 | E = 7 | F = -1 | G = 13 | H = -13 | I = 6

Next part; it opens with the 5 that closed the last part.
Keys – A = Rad51 HR inh; B = Hck Nef HTS; C = TbHK1 inh; D = zVAD death inh; E = 14-3-3 Bad inh; F = eIF4E-4G inh; G = PGE2 EP2 inh; H = Calpain2 inh; I = EP2 modulator
Oc1ccc(/C=N/NC2=NCCCCC2)c(O)c1
  A = 8 | B = 9 | C = -55 | D = 0.0 | E = -4 | F = 1 | G = 18 | H = -358 | I = -17

OCCN1CCN(c2ncnc3c2c(-c2ccccc2)cn3-c2ccc(Br)cc2)CC1
  A = 7 | B = 15 | C = -13 | D = -0.9 | E = 7 | F = 6 | G = 12 | H = -128 | I = -12

COc1ccc(-c2cn(-c3ccc(OC)cc3)c(=S)[nH]2)cc1
  A = -62 | B = 0 | C = 2 | D = 0.1 | E = -3[fluorescence artefact?] | F = -12 | G = 13 | H = -3 | I = 2

O=C(OCc1nc2ccccc2[n+]([O-])c1C(=O)c1ccccc1)c1cccs1
  A = 9 | B = 4 | C = 26 | D = 0.4 | E = 18[fluorescence artefact?] | F = 13[fluorescence artefact?] | G = 5 | H = 12 | I = 11

CC(C)(C)C(=O)Cn1c(NCCO)nc2ccccc21
  A = 2 | B = 5 | C = 0 | D = 0.5 | E = 7 | F = -1 | G = 13 | H = -13 | I = 6

CCOC(=O)C1CCN(C(=O)C(C)Oc2ccc(Br)cc2)CC1 (stereo not given)
  A = 1 | B = 28 | C = 7 | D = -1.6 | E = 9 | F = -4 | G = 4 | H = 26 | I = -57

COCCN(C(=S)Nc1c(C)cccc1C)C(C)c1cccnc1 (stereo not given)
  A = 19 | B = -15 | C = 2 | D = 0.7 | E = -12 | F = 4 | G = 9 | H = -2 | I = 18

CCOc1ccccc1/C=N/Nc1nc2c(N)ncnc2n1[C@H]1O[C@@H](CO)[C@H](O)[C@@H]1O
  A = -2 | B = 27 | C = -59 | D = 7.2 | E = -6 | F = 1 | G = 3 | H = -8 | I = 10

COc1ccc(-c2nc3ccc(N4CCN(C)CC4)cc3c(=O)[nH]2)cc1
  A = 24 | B = 13 | C = -27 | D = 20 | E = 3 | F = 2 | G = 9 | H = -315 | I = -23

Cc1ccc(S(=O)(=O)N2CCC(=O)N(CCO)CC2)cc1
  A = -5 | B = 0 | C = 5 | D = 2.0 | E = -12 | F = -6 | G = 7 | H = -16 | I = 21

Cc1nccn1CCCNCc1c(C(=O)N2CCCCCCC2)nc2ccc(Cl)cn12
  A = x | B = 6 | C = -1 | D = -0.3 | E = -8 | F = 4 | G = 4 | H = -4 | I = -10

CNC(=O)COC(=O)c1cc(F)c(F)cc1Cl
  A = 10 | B = 2 | C = -7 | D = -0.1 | E = -7 | F = -12 | G = 7 | H = 11 | I = -3

CCC(CC)C(=O)Nc1cc(C)c2c(=O)oc3ccccc3c2n1
  A = -8 | B = 0 | C = -24 | D = -0.6 | E = -3 | F = 0[fluorescence artefact?] | G = 15 | H = -10 | I = -26

Cc1ccc(S(=O)(=O)N(C)Cc2ccc(C(=O)NN=C3C4CC5CC(C4)CC3C5)cc2)cc1
  A = 0 | B = 4 | C = 3 | D = 1.8 | E = 5 | F = 1[fluorescence artefact?] | G = 7 | H = -69 | I = -2

CCSc1nc(-c2cccs2)nc2ccccc12
  A = x | B = 11 | C = 0 | D = 0.3 | E = 7 | F = 2 | G = 5 | H = 5 | I = 64*

COC(=O)c1cc(COc2ccc3oc(C)c(C(=O)OC(C)C)c3c2)c(C)o1
  A = -3 | B = 1 | C = -3 | D = -0.1 | E = 6 | F = 2 | G = 7 | H = -15 | I = 53

Cc1ccc(C(CC(=O)c2ccco2)SCCO)cc1 (stereo not given)
  A = 0 | B = 3 | C = -44 | D = -0.2 | E = -4 | F = 6 | G = 25 | H = -11 | I = 29

COc1ccc(C2NC(=S)NC(C)=C2C(=O)Nc2ccccn2)cc1OC (stereo not given)
  A = 29 | B = 2 | C = -14 | D = -0.1 | E = -1 | F = -11[fluorescence artefact?] | G = 1 | H = 23 | I = 0

Exported with values under each structure: 2 of the compounds above.
Second line of a record – Rad51 HR inh	Hck Nef HTS	TbHK1 inh	zVAD death inh	14-3-3 Bad inh	eIF4E-4G inh	PGE2 EP2 inh	Calpain2 inh	EP2 modulator
- Cc1ccc(S(=O)(=O)N(C)Cc2ccc(C(=O)NN=C3C4CC5CC(C4)CC3C5)cc2)cc1
    0	4	3	1.8	5	1[fluorescence artefact?]	7	-69	-2
- CCOc1ccccc1/C=N/Nc1nc2c(N)ncnc2n1[C@H]1O[C@@H](CO)[C@H](O)[C@@H]1O
    -2	27	-59	7.2	-6	1	3	-8	10

2 records drawn at random from those above, as already listed:
Keys – A = Rad51 HR inh; B = Hck Nef HTS; C = TbHK1 inh; D = zVAD death inh; E = 14-3-3 Bad inh; F = eIF4E-4G inh; G = PGE2 EP2 inh; H = Calpain2 inh; I = EP2 modulator
CN(C)/C=N/c1sccc1C(N)=O
  A = -5 | B = 1 | C = -28 | D = 0.1 | E = -5 | F = 6 | G = 9 | H = -20 | I = 17

Oc1ccc(/C=N/NC2=NCCCCC2)c(O)c1
  A = 8 | B = 9 | C = -55 | D = 0.0 | E = -4 | F = 1 | G = 18 | H = -358 | I = -17

Source: PubChem
